IL1B secr inh – inhibitors of inflammasome signaling (IL-1 beta secretion); THP-1 LPS/ATP IL-1B secretion, AlphaLISA, 16 h; hits give low values; activity change, % at 57.5 µM; 360,000 tested, 4.7% active; in the data active = activity change below about -50%; inconclusive = mostly about -30% to -49%; note: % is set by controls: 0 for no effect and ±100 for the full control effect
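THP-1 cells pretreated 1 hr with compounds (up to 57.5 uM final), then stimulated with LPS (250 ng/mL final) plus ATP (1.25 mM final); secreted IL-1B measured by AlphaLISA after 16 hr, decreased signal indicating inhibition.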
HepG2 viability – counter-screen for TGF-b inhibitors: cytotoxicity in HepG2 cells | HepG2 CAGA-GFP viability, ATP luminescence, 18 h | Potency, µM (doses to about 46.1 µM), without a hit: at the highest dose activity change, negative = cytotoxicity, most hits filed as cytotoxic | 410,000 tested, 0.76% active | AID 588856; note: potency is the fitted concentration of half-maximal effect; some results filed as inactive show a strong effect at the top dose
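CellTiter-Glo luminescence gave cytotoxicity after 18 hours at 37 degrees C. The cells were HepG2 CAGA-GFP in 1% FBS DMEM, stimulated with 500 pg/mL TGF-beta after compound addition. %Activity was normalised to no-cell wells (complete cell-killing) and DMSO (no toxicity), and curves were fitted and classified.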
MCF10A rerep – DNA re-replication induction in MCF 10a cells; Potency, µM (doses to about 46.1 µM), without a hit: top-dose activity, positive = re-replication, hits mostly activators; AID 624296; MCF 10A DNA re-replication, Hoechst nuclear intensity, 48 h; 350,000 tested, 2.9% active; note: potency is the fitted concentration of half-maximal effect; % of control where 0% means no effect; nearly all actives have a fitted effect of over 50% in size
SW480 rerep – DNA re-replication induction in SW480 cells | SW480 DNA re-replication, Hoechst DNA content imaging, 48 h | 340,000 tested, 1.8% active | Potency, µM (highest dose often 46.1 µM), for inactives: at the top dose re-replication activation, actives largely listed as activators; note: potency is the fitted concentration of half-maximal effect; % of control where 0% means no effect; nearly all actives have a fitted effect of over 55% in size
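Treated cells incubate 48 hr (37 C, 5% CO2), are stained 40 min with Hoechst, and nuclear fluorescence is enumerated; a rise in nuclei with high DNA signal marks re-replication.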
ATXN2 expr inh – ATXN2 expression inhibition; HEK-293 ATXN2-luciferase reporter, luminescence, 24 h; Potency, µM (doses to about 57 µM), for inactives: at the highest dose activity change, negative = inhibition, usual class: inhibitors; 360,000 tested, 0.72% active; note: potency is the fitted concentration of half-maximal effect; % is set by controls: 0 for no effect and ±100 for the full control effect; nearly all actives have a fitted effect of over 55% in size
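ATXN2-luciferase reporter cells (luciferase flanked by upstream and downstream ATXN2 gene portions) were treated 24 h at 37 °C with compounds at up to 57 uM. SteadyGlo luminescence gave expression; GF-AFC fluorescence gave viability.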
KB-3-1 cytotox – KB-3-1 parental cell cytotoxicity; Potency, µM (series often up to 46.1 µM), for the others: at the top dose activity change, negative = cytotoxic, usual class: cytotoxic; KB-3-1 viability, CellTiter-Glo ATP luminescence, 72 h; AID 1347075; 400,000 tested, 1.4% active; note: potency is the fitted concentration of half-maximal effect; % is set by controls: 0 for no effect and ±100 for the full control effect; nearly all actives have a fitted effect of over 60% in size
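Cytotoxicity in the drug-sensitive parental line KB-3-1 was scored as loss of CellTiter-Glo luminescence following 72 h incubation with compound. Values come from curve fitting of normalized concentration-response data.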
S2 tox – viability counter-screen for ATXN expression inhibitors. S2 cells (HEK-293 line with an ATXN2-luciferase reporter) viability, CellTiter-Fluor protease fluorescence, 24 h. Potency, µM (highest dose often 56.7 µM), hits mostly cytotoxic. 400,000 tested, 0.49% active. AID 651635; note: potency is the fitted concentration of half-maximal effect; nearly all actives have a fitted effect of over 40% in size
HT1080NT lethal – kills 2HG-producing HT-1080-NT fibrosarcoma cells. Potency, µM (highest dose often 46.1 µM), for inactives: at the highest dose activity, negative = less viability, hits mostly cytotoxic. HT-1080-NT fibrosarcoma viability, CellTiter-Glo ATP luminescence, 48 h. 360,000 tested, 1.6% active;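 note: NT is the 2HG producing partner of a matched IDH1 knockdown line; potency is the fitted concentration of half-maximal effect; 0% = DMSO-treated cells and -100% = media-only wells without cells; nearly all actives have a fitted effect of over 55% in size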
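Read-out is CellTiter-Glo luminescence after 10 minutes at room temperature, following 48 hours' compound treatment of HT-1080-NT cells (750 cells/well, RPMI, 5% FBS, 37 degrees C).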
HT1080 IDH1KD tx – HT-1080 IDH1 knockdown cell toxicity (counter line). HT-1080 IDH1 knockdown viability, ATP luminescence, 48 h. Potency, µM (series often up to 46.1 µM), for inactives: top-dose activity, negative = toxicity, hits mostly cytotoxic. 360,000 tested, 2% active. AID 686971;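 note: potency is the fitted concentration of half-maximal effect; 0% = DMSO wells and -100% = cell-free medium wells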
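Luminescent ATP read-out (CellTiter-Glo, 10 min at room temperature) after 48 h compound exposure at 37 °C gave viability of IDH1-knockdown HT-1080 cells. Activity was normalised to DMSO and cell-free wells, then fitted as concentration-response curves.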
* = called active by the depositor; i = inactive; ? = inconclusive; . = not tested or not shown; & = joins results of further samples; [ ] = dose if it differs, or a comment. Unless noted, calls come from the whole dose curve; as a rule, active = well fitted curve in the direction sought with a large enough effect; inconclusive = small, poorly fitted or top-dose-only effect, or another doubt; inactive = no such curve, though single readings can be large; an effect the other way counts as inactive or inconclusive. These rows are one share of the data (hit frequency here may not be typical).

SMILES	IL1B secr inh	HepG2 viability	MCF10A rerep	SW480 rerep	ATXN2 expr inh	KB-3-1 cytotox	S2 tox	HT1080NT lethal	HT1080 IDH1KD tx
CC(C)Cc1nc2cccnc2n1C1CCNCC1	.	-8.2%	.	.	11.4%	3.2%	i	.	.
COC(=O)C1=C(c2ccc(C(C)=O)cc2)C[C@@H]2CC[C@H]1N2C(=O)N1CCCC1	24.6	-1.0%	?	-10.9%	6.4%	-3.1%	i	7.1%	16.9%
CC(Cc1ccccc1)NC=O (stereo not given)	16.0	6.7%	-22.6%&3.5%	?	7.9%	0.0%	i	11.7%	7.3%
Cc1ccccc1NP(=O)(Oc1ccccc1F)Oc1ccccc1F	4.1	-8.1%	4.5%	-4.2%	-7.7%	-1.0%	i	-2.7%	-0.8%
CCOC(=O)c1ccc(N=C(C)c2c(O)[nH]c(=O)[nH]c2=O)cc1	4.3	-12.8%	8.5%	5.2%	6.4%	0.5%	i	?	?
CC(Cc1ccccc1)NC(=O)/C=C/c1ccc(Cl)cc1 (stereo not given)	-54.3*	-6.6%	5.3%	-8.8%	12.2%	1.1%	?	13.4%	7.2%
CC1=C/C(=N\NC(=S)NCCc2ccccc2)CC(C)(C)C1	-6.8	-23.4%	?	5.6%	62.8%[activator]	6.1%	i	5.8%	0.8%
O=c1[nH]c(O)c(C=Nc2ccccc2Oc2ccccc2)c(=O)[nH]1	.	-9.7%	-6.0%	?	-5.6%	-0.9%	?	9.1%	10.4%
COc1cc(CN2CCc3nc(N4CCN(c5ccccn5)CC4)ncc3C2)cc(OC)c1OC	.	-28.1%	.	.	?	?	?	.	.
O=c1c2ccccc2nc(-c2ccco2)n1-c1nccs1	-9.3	-30.7%	?	?	?	0.0%	i	-7.0%	-17.8%
COC(=O)C1=C(c2ccc(OC(F)(F)F)cc2)C[C@@H]2CC[C@H]1N2C(=O)NCc1cccc2ccccc12	-70.9*	4.8%	14.3%	0.2%[9.22 µM]	?	?	?	-14.2%	?
CCC1C(C#N)=C(N)Oc2c1c(=O)oc1ccccc21 (stereo not given)	8.9	19.4%	0.9%	15.0%	3.2%	-15.6%	i	12.3%	8.8%
CN(CC=CCN(C)P(=S)(N1CC1)N1CC1)P(=S)(N1CC1)N1CC1	7.9	-10.8%	13µM*	?	-24.6%	5.0%	i	-0.8%	-10.6%
C=CCNC(=S)/N=C/c1c(O)[nH]c(=O)[nH]c1=O	7.3	2.3%	-1.7%	-5.9%	?	23.2%	i	19.2%	11.3%
CC(C)Oc1cccc(C(=O)C2CCCN(Cc3ccon3)C2)c1 (stereo not given)	-11.8	-12.6%	?	-10.4%	28.0%	?	i	-3.6%	-16.0%
COc1ccc(C=C(C#N)c2ccc(OC)cc2)cc1	-57.5*	-21.4%	?	?	96.4%[activator]	18.4µM*	i	-0.6%	-11.4%
O=P(Nc1c(Cl)cccc1Cl)(c1ccccc1)c1nc2c(s1)CCCC2 (stereo not given)	-60.9*	-24.1%	15.6%	5.4%	-7.3%	1.6%	i	-0.2%	-15.3%
CCCC(C)C1(CC)C(=O)NC(=Nc2ccccc2)NC1=O (stereo not given)	11.1	2.2%	2.1%	-8.8%	7.2%	?	i	-9.2%	-5.8%
CC(C)CCOP(=O)(c1ccc(N(C)C)cc1)C(O)c1ccccc1 (stereo not given)	14.0	-30.3%	-1.4%	?	-5.9%	-0.3%	i	-10.2%	1.9%
CC(C)Oc1ccc(CCN)cc1Cl	4.3	12.1%	-2.7%	?	-9.7%	11.7%	?	0.7%	?
CN1CCCN(C(=O)COc2cccc(C(F)(F)F)c2)CC1	8.5	6.7%	14.3%	-4.0%	5.0%	-25.1%	i	12.5%	8.3%
OC[C@H]1OC(O)C[C@@H](O)[C@@H]1O (stereo not given in full)	9.0	-0.6%	-7.6%	8.9%	0.8%	0.0%	i	?	16.6%
CCNc1cc(N2CCN(C)CC2)ccc1[N+](=O)[O-]	19.2	-23.2%	-24.2%	-45.3%[inhibitor][1.84 µM]	-21.4%[2.22 µM]	6.2%	?	1.1%	-0.2%
Cc1cc(C)cc(N2C(=O)/C(=C\c3ccc(N4CCN(C)CC4)o3)C(=O)NC2=S)c1	-10.9	-59.6%	?	?	0.5%	-12.1%	?	-8.1%	0.2%
COc1ccc(CCNc2oc(-c3ccc(OC)c(OC)c3)nc2P(=O)(OC)OC)cc1OC	-0.8	7.2%	3.5%	1.2%	-6.4%	-0.1%	?	9.3%	8.9%

Carrying on.
SMILES	IL1B secr inh	HepG2 viability	MCF10A rerep	SW480 rerep	ATXN2 expr inh	KB-3-1 cytotox	S2 tox	HT1080NT lethal	HT1080 IDH1KD tx
Cc1nc2ccc(Nc3nc4cc(S(=O)(=O)N5CCOCC5)ccc4o3)cc2s1	-3.6	2.0%	?	18.4µM*	3.4%	7.1%	i	-5.2%	-2.7%
CC(=O)OC1C(=O)OCC23CCC4(C)OC4C2OC2CC(OC(=O)C=CC=CC(=O)OCCC1C)C3(C)C21CO1 (stereo not given)	-100.7*	-25.6%	11.7%	?	?	0.184µM*	0.0299µM*	1.46µM*	.
COc1ccc(Nc2nc(N3CCCC3)nc3ccccc23)c(OC)c1	-99.1*	-57.5%	18.4µM*	?	10µM*	-6.3%	20µM*	?	11.2µM*
CN(Cc1cccc(-c2ccncc2)c1)C(=O)Oc1ccccc1Cl	18.1	.	.	.	?	14.6µM*	?	-16.6%	-29.4%
CCCN1CCC[C@@H]2Cc3nc(N)ncc3C[C@H]21	2.7	-9.0%	-13.9%	?	4.7%&5.0%	0.0%	i	0.8%	9.0%
CN(C)c1ccc2c(c1)N=C(c1ccco1)OP2(=S)N1CCOCC1 (stereo not given)	-18.3	-7.5%	?	?	42.0%[activator]	-2.2%	i	-12.0%	10.7%
COC(=O)C1=C(c2cccc(OCc3ccccc3)c2)C[C@@H]2CC[C@H]1N2C(=O)NCCOc1ccccc1Cl	-24.8	-7.3%	2.06µM*	22.0%	-24.4%	?	i	-6.8%	-10.2%
Nc1c(C(=O)NCC2CCCO2)c2nc3ccccc3nc2n1Cc1ccco1 (stereo not given)	-71.5*	8.4%	2.59µM*	13µM*	?	-10.0%	.	?	?
c1ccc(CN2CCN(Cc3ccc4c(c3)OCCO4)CC2)cc1	0.4	-5.7%	14.0%	-0.7%	13.9%	-3.2%	?	-1.5%	-2.1%
CCCCn1nnnc1C(c1ccc(OC)cc1)N1CCC2(CC1)C(=O)NCN2c1ccccc1 (stereo not given)	-13.2	-36.2%	.	.	-23.8%	0.0%	?	?	?
Cc1ccccc1NC(=S)NC(NC(=O)CF)C(Cl)(Cl)Cl (stereo not given)	4.6	-8.9%	2.2%	-3.3%	-23.1%	0.3%	i	0.0%	-9.1%
Cc1ccc(S(=O)(=O)N2CC3CC(C2)c2cccc(=O)n2C3)cc1 (stereo not given)	2.4	3.2%	9.1%	1.1%	-7.5%	6.8%	i	5.0%	1.7%
CC(=O)C1=C(C)OC(N)=C(C(=O)OC(C)C)C12C(=O)Nc1ccccc12 (stereo not given)	29.4	6.9%	0.3%	-3.5%	-2.5%	20.6%	i	1.5%	-5.8%
COc1ccccc1CC(=O)N1CCN(CCc2ccccc2)CC1	5.1	-0.9%	10.5%	-0.6%	-11.4%	-4.1%	i	6.3%	1.6%
Cn1c(NN=O)nc2ccccc21	120.7	-25.1%	-8.0%	?	?	?	14.1µM*	?	4.61µM*
COc1ccc(OC)c(-n2c(O)c(/C=C3\C=Nc4ccccc43)c(=O)[nH]c2=O)c1	-12.8	-27.1%	4.8%	1.4%	25.3%	1.4%	i	-3.5%	-29.0%
COc1ccc2o/c(=N\O)c(C(=O)Nc3ccc(C)cc3)cc2c1	?	-9.3%	-0.2%	2.0%	.	-22.5%	?	3.4%	9.7%
CN(C)CCN(CC1CCCN(Cc2ccccc2F)C1)C(=O)Cc1ccc(F)c(F)c1 (stereo not given)	?	-41.9%	?	?	.	-10.4%	?	?	-17.9%
Cc1c(Cl)cccc1NC(=O)NCCOCCn1c(=O)oc2ccccc21	.	-25.7%	.	.	-20.6%	2.0%	i	.	.
CCCc1[nH][nH]c(=O)c1C(c1ccccc1)C(C#N)C#N (stereo not given)	-17.4	-19.3%	0.1%	1.9%	-11.8%	-1.3%	?	4.1%	0.0%
CCCCC(=O)N/N=C/c1c(O)n(-c2cccc3ccccc23)c(=O)[nH]c1=O	0.0	-9.9%	7.3%	-2.7%	.	3.4%	i	-7.4%	-5.7%
O=C(NCc1ccccn1)c1ccccc1Cl	10.9	6.3%	11.0%	-31.9%	12.0%	12.8%	i	8.8%	-3.6%
CCC(CC)NC1CCCCC1OC (stereo not given)	14.6	-0.4%	-8.1%	-3.6%	-15.8%	8.0%	i	24.3%	23.9%
C=CCN1C(=O)NC(=O)C(CCc2ccncc2)(CCc2ccncc2)C1=O	8.8	-152.9%	-1.3%	-139.0%[inhibitor]	2.7%	-1.0%	i	15.3%	5.4%

Four entries from above, with values under each structure.
Sequence of screens – IL1B secr inh, HepG2 viability, MCF10A rerep, SW480 rerep, ATXN2 expr inh, KB-3-1 cytotox, S2 tox, HT1080NT lethal, HT1080 IDH1KD tx
- CCCCC(=O)N/N=C/c1c(O)n(-c2cccc3ccccc23)c(=O)[nH]c1=O
    0.0, -9.9%, 7.3%, -2.7%, ., 3.4%, i, -7.4%, -5.7%
- O=C(NCc1ccccn1)c1ccccc1Cl
    10.9, 6.3%, 11.0%, -31.9%, 12.0%, 12.8%, i, 8.8%, -3.6%
- CCC(CC)NC1CCCCC1OC (stereo not given)
    14.6, -0.4%, -8.1%, -3.6%, -15.8%, 8.0%, i, 24.3%, 23.9%
- C=CCN1C(=O)NC(=O)C(CCc2ccncc2)(CCc2ccncc2)C1=O
    8.8, -152.9%, -1.3%, -139.0%[inhibitor], 2.7%, -1.0%, i, 15.3%, 5.4%
